NR1D1 modulator: modulators of Rev-erb alpha DNA binding, primary screen, biochemical, FITC-DNA, fluorescence polarization, uHTS | activity, % at 10 µM | Rev-erbα–FITC-DNA binding, 90 min | AID 1259318, 2017 | 0.79% of 370,000 active;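 active = activity above about 14%, limit read from the data; passing the limit was not always enough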;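 note: 0% = DMSO wells with 35 nM protein and 100% = DMSO wells with 750 nM protein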
hgDAF-12 ag: H. glycines DAF-12 receptor agonists, primary screen, cell-based, luminescence, HEK293, GAL4 fusion, UAS-luciferase. Nuclear hormone receptor DAF-12 (Heterodera glycines), GAL4 fusion. HEK293 GAL4-hgDAF12 UAS-luciferase reporter, agonist luminescence; normalized to butyrate control. activation, % at 6.8 µM. 1.8% of 370,000 active. AID 687014, 2013;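 active = activation above a cutoff set at the mean of all screened compounds plus 3 SD, cut at about 10% in these data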;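 note: 0% = DMSO wells and 100% = sodium butyrate wells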
hcDAF12 agonist: H. contortus DAF-12 nuclear receptor activators, primary screen, cell-based, luminescence, HEK293, lit1-tk-luc reporter. activation, % at 6.8 µM. HEK293 hcDAF-12 lit1-tk-luc reporter; 0% DMSO, 100% Δ7-dafachronic acid. AID 652067, 2013. 1.4% of 370,000 active;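 active = activation above the mean of all tested compounds plus 3 SD, cut at about 5.5% in these data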;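 note: 100% = response to 3 µM Δ7-dafachronic acid high control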
PLC-gamma1 inh: PLC-gamma1 enzyme inhibitors, primary screen, biochemical, fluorescence, purified enzyme. fluorogenic substrate. inhibition, % at 12.2 µM. 0.84% of 370,000 active. 1-phosphatidylinositol 4,5-bisphosphate phosphodiesterase gamma-1 (Homo sapiens), P19174; in the data active = inhibition above about 9.5%
SMARCA2 act: SMARCA2 (BRM) function activators, primary screen, cell-based, luminescence, high throughput; MG213 cells, MMTV-luciferase reporter, dexamethasone, overnight; AID 652017, 2013; activation, % at 9.1 µM; 1% of 370,000 active; in the data active = activation above about 7.8%;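 note: 0% = vehicle wells and 100% = reference activator wells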
ADAM17 inh: ADAM17 inhibitors, primary screen, biochemical, QFRET; Disintegrin and metalloproteinase domain-containing protein 17 (Homo sapiens), P78536; recombinant ADAM17, EDANS/DABCYL FRET peptide cleavage; inhibition, % at 6.95 µM; 0.83% of 370,000 active; AID 720648, 2013;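 active = inhibition above the mean of compounds lying between control limits plus 3 SD, set per campaign, cut at about 8.5% in these data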;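 note: 0% = DMSO-only wells as the low control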
DAX1 inh-1: DAX1 (NR0B1) inhibitors on StAR promoter, primary screen, cell-based, luminescence, SF-1 (NR5A1), full-length DAX-1; HEK293T StAR-luciferase reporter, SF-1/DAX-1 repression relief; inhibition, % at 6.8 µM; 1.1% of 370,000 active; AID 652010, 2013;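 active = inhibition above the mean over all tested compounds plus 3 SD, cut at about 3.6% in these data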;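 note: 0% = DAX-1 cells with DMSO and 100% = cells lacking DAX-1 with DMSO; higher inhibition means more luminescence from relief of DAX-1 repression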
DAX1 inh-2: DAX1 (NR0B1) inhibitors, primary screen, cell-based, HEK293, Gal4-DAX1, luciferase luminescence | HEK293 Gal4-DAX1 luciferase reporter | inhibition, % at 6.75 µM | 0.99% of 340,000 active | AID 504766, 2011;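 active = inhibition above the mean over all tested compounds plus 3 SD, cut at about 4.2% in these data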;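 note: 0% = DAX1-transfected cells with DMSO and 100% = empty-vector control cells with DMSO; inhibition shows as a rise in luminescence from relieved DAX1 repression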
Target sequence (P51843 207-470 limits assumed): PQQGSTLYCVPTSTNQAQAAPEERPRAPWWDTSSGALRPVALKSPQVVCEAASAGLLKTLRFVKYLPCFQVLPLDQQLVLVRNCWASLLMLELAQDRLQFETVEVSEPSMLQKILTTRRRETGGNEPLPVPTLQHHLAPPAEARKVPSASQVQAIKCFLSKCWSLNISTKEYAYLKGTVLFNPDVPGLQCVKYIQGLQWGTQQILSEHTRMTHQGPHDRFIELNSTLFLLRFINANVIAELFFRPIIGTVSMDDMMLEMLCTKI
MBD2 DNA inh: inhibitors of MBD2 binding to methylated DNA, primary screen, biochemical, TR-FRET, DNA-binding domain, human. MBD2 binding to methylated oligonucleotide. Methyl-CpG-binding domain protein 2 (Homo sapiens), Q9UBB5. inhibition, % at 4.4 µM. 0.31% of 370,000 active; in the data active = inhibition above about 13%
Target sequence (Q9UBB5 whole entry, looked up, the tested form may be a part): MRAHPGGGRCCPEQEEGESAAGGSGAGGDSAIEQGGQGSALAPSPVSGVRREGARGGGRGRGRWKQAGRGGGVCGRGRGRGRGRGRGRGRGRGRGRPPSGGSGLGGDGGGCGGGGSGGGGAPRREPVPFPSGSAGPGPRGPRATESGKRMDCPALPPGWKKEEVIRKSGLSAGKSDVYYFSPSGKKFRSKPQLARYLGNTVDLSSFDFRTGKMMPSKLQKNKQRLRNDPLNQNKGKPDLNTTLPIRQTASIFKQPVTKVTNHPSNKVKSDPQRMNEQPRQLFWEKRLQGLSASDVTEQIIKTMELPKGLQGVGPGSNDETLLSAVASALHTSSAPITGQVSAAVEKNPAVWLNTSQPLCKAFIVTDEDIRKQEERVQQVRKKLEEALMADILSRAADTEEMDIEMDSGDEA
ssDAF12 agonist: S. stercoralis DAF-12 nuclear receptor activators, primary screen, cell-based, luminescence, HEK293, GRIP1 co-expression, lit1-tk-luc | Nuclear hormone receptor DAF-12 (Strongyloides stercoralis) | HEK293 ssDAF-12/GRIP1 lit1-tk-luc reporter; % of 3 µM dafachronic acid response | activation, % at 6.8 µM | 1% of 370,000 active;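 active = activation above the mean over all tested compounds plus 3 SD, cut at about 0.9% in these data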;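 note: 0% = DMSO-only wells and 100% = 3 µM delta7-dafachronic acid wells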
PLC-beta3 inh: human PLC-beta3 inhibitors, primary screen, biochemical, fluorescence | 1-phosphatidylinositol 4,5-bisphosphate phosphodiesterase beta-3 (Homo sapiens), Q01970 | Purified PLC-beta3, fluorogenic substrate | inhibition, % at 12.2 µM | 0.18% of 370,000 active; in the data active = inhibition above about 11%;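 note: 0% = median of compound wells on plate and 100% = full blocker control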
Starred values were filed as active, the others as inactive; · = not tested or not shown.

molecule	NR1D1 modulator	hgDAF-12 ag	hcDAF12 agonist	PLC-gamma1 inh	SMARCA2 act	ADAM17 inh	DAX1 inh-1	DAX1 inh-2	MBD2 DNA inh	ssDAF12 agonist	PLC-beta3 inh
CCCc1nnc2c(N(C)S(=O)(=O)c3ccc(C)cc3)nc3ccccc3n12	1	-2.2	2.0	0	1	7	-0.1	0.6	-10	-0.8	1
OCCCNc1ncnc2c1ncn2[C@H]1CN(Cc2cccs2)C[C@@H](CO)O1	3	2.1	-1.9	2	-2	-6	0.9	·	0	-0.9	-3
CCOC(=O)N(C)C[C@@H]1OCc2cnnn2CCCC(=O)N([C@H](C)CO)C[C@H]1C	0	1.9	0.6	-1	-1	3	1.2	-0.2	0	-0.5	2
O=[N+]([O-])c1ccc2nccn2c1	-2	0.0	-0.1	0	0	-2	-0.4	1.3	0	-1.3	0
CCOC(=O)c1nn(-c2ccc(F)cc2)c2nc(-c3ccccc3)c(C#N)c(=O)n12	7	-2.5	-1.5	-382	-2	-135	-0.5	0.8	8	-0.8	-405
CCOC(=O)/C(C(N)=NCC(C)C)=C(/O)c1ccccc1	-1	2.2	-1.0	-4	1	-4	-0.6	0.1	-5	-1.1	-2
O=C(Nc1cc(C(F)(F)F)ccc1N1CCCC1)c1ccc2c(c1)OCO2	-4	0.1	-1.0	-2	-2	1	-0.7	0.1	-3	-0.9	-1
COC(=O)c1ccccc1NC(=O)c1cccc(NC(=O)CSCc2ccccc2)c1C	15	3.6	-0.9	-3	-2	-4	-0.1	-0.8	-3	0.7	-2
CCCCOC(=O)c1cc(=O)[nH]c2ccccc12	-5	-0.7	-1.0	-61	-3	-37	-0.9	-0.3	-6	-2.1	-86
Cc1nc(NC(=O)/C=C/c2ccc(F)cc2)sc1C(=O)N(C)C	4	-0.9	-0.2	-11	2	4	0.6	-0.5	2	-1.7	-14
FC(F)(F)c1cccc(-c2nnc3ccc(C(F)(F)F)cn23)c1	0	-3.8	-0.8	0	-4	-2	-1.4	-0.6	8	-2.0	-4
CC(=O)c1cccc(N2C(=O)C3C(C(=O)Nc4cc(C)on4)C4(C)C=CC3(O4)C2C(=O)NC(C)(C)C)c1 (stereo not given)	-4	-2.5	-2.1	2	3	-2	-0.6	-0.1	-1	-2.2	-4
O=S(=O)(c1ccc(SCCOc2ccc(F)cc2)nc1)N1CCCC1	0	0.5	-1.1	2	-3	-2	-1.4	0.3	-2	-1.3	-8
O=C(O)CCn1cc(-c2ccc(Cl)cc2)nc1-c1ccncc1	0	1.7	0.0	-6	2	-3	0.0	-0.1	0	-0.5	-10
CCNC(=O)OCC(CC)NC(=O)OCC(C)C (stereo not given)	6	3.0	-1.0	2	0	-4	-0.1	1.4	2	-0.6	-1
O=C(CCN1CCN(c2ccc(F)cc2)CC1)Nc1ccc(F)cc1	-4	-1.3	-1.2	-1	-1	0	0.2	1.5	1	-1.4	0
COCCN1C(=O)c2ccc(C(=O)O)cc2C1=O	-7	1.1	-0.8	-1	-2	0	0.2	1.7	-2	-1.4	0
COc1ccc(C(=O)NCC(=O)N/N=C/C(C)=C/c2ccco2)cc1OC	-6	-0.6	-2.5	-7	-2	-3	-0.7	-0.4	-3	-1.8	-5
CNC(=O)c1cccn1-c1ccsc1C(=O)OC	-6	1.9	-0.5	-2	-1	-6	-0.8	-0.2	3	0.3	-1
O=C(OCc1ccccc1)c1cccc(-c2nnn(Cc3ccccc3)n2)c1	2	5.0	0.2	4	-5	2	0.6	1.1	-1	-0.6	1
CO[C@@H]1CN(C)C(=O)c2ccc(NC(=O)C3CCCC3)cc2OC[C@@H](C)N(Cc2ccc(F)cc2)C[C@H]1C	-5	-2.2	-0.5	0	-3	1	-0.4	·	7	-1.0	-3
O=C(c1cc2ccccn2n1)N1CCN(c2ccccn2)CC1	3	1.1	0.5	-1	-1	-1	0.5	0.9	3	0.0	-1
Cc1ccc(-c2nc(N)sc2CC(=O)OCC(=O)NCCC(C)C)cc1	1	2.9	-2.0	-9	1	-3	-0.1	-0.4	-7	-1.6	-8
Cn1c(SCc2ccc(Br)cc2)nnc1-c1ccncc1	-5	0.8	1.5	3	1	-1	1.1	-0.1	-2	-2.0	1
C[C@@H]1CN([C@@H](C)CO)C(=O)CCCn2nncc2CO[C@H]1CN(C)Cc1ccc(-c2ccccc2)cc1	1	0.0	-1.4	1	-2	-1	-1.7	-0.2	0	-1.1	-2
COc1ccc2c(c1)C(c1ccc([N+](=O)[O-])cc1)=NNC(c1ccco1)=N2	9	1.2	1.3	1	2	1	-0.4	-0.5	-3	-1.0	-4
O=C(COC(=O)c1ccccc1NC(=O)c1ccccc1)c1ccc([N+](=O)[O-])cc1	2	1.1	-1.2	1	-2	-2	0.7	1.0	-5	-0.8	0
CCOc1cc(C(=O)N2CCOCC2)ccc1OCc1ccccc1	7	-3.6	-1.3	0	2	-4	0.3	0.6	2	-1.3	-1
CC(=O)Nc1ccc(S(=O)(=O)N(Cc2ccccc2)c2ccccc2F)cc1	3	-2.0	-1.7	-1	-2	1	0.2	-0.2	2	-1.2	-1
c1ccc2cc(CN3CCOCC3)ccc2c1	-2	2.0	0.5	-2	0	-4	0.3	-0.3	4	-1.0	0
CC(=O)N(C)N1c2ccccc2CCc2ccccc21	5	-1.4	-0.7	4	-4	1	0.2	-0.9	-3	-1.7	1
Cc1cnn(-c2ccccc2)c1NC(=O)COCc1ccccc1	-2	-2.5	-3.8	4	-1	1	-0.5	·	-3	-1.5	6
COc1ccc(-c2cnnc(N/N=C/c3ccc(O)c(O)c3)n2)cc1	4	0.3	2.4	2	2	2	0.6	0.5	-2	-1.2	3
O=C(Cc1nc2ccccc2[nH]1)c1ccc(Cl)cc1	-6	3.2	0.8	-55	0	-14	0.9	3.3	1	-0.5	-91
COc1ccc(OC)c(S(=O)(=O)Nc2ccccc2C(=O)N2CCCCC2)c1	5	-0.4	0.4	-1	-2	-1	-2.0	1.5	0	-1.0	3
Cc1cc(Br)cn2c(Cc3cccc(F)c3)c(-c3cccc(Br)c3)nc12	9	-3.0	0.6	-5	-2	-2	-1.0	·	1	-0.6	-12
CCOC(=O)Cc1ccc(Nc2nc(NC)nc3ccsc23)cc1	1	-3.2	-1.6	-10	1	1	-0.8	·	-5	-1.4	-17
COC(=O)c1ccc(NC(=O)CCC(=O)c2ccc(F)cc2)cc1	11	-0.1	2.0	-1	-1	-1	0.2	2.6	0	-1.2	0
COCCNC(=O)c1cccc(NC(=O)C2=C(C)OCCS2)c1	-5	-0.3	-0.5	0	-1	5	-0.4	-1.2	-1	-0.9	0
O=C(Nc1ccccc1)c1cc(S(=O)(=O)N2CCCCC2)ccc1N1CCOCC1	-2	2.6	-2.1	2	0	-2	-0.3	-0.1	2	-1.0	-2
Nc1ncnc(Nc2ccc(F)c(Cl)c2)n1	2	2.1	0.2	9	-2	-1	1.2	1.7	-3	-1.2	-4
Cc1nc(CN(C)C(=O)c2ccccc2OC2CCN(S(C)(=O)=O)CC2)cs1	2	-1.3	-1.3	-2	1	1	-0.1	-0.7	5	-1.6	0
CSc1ccc(C2C3(C#N)C(N)=NC4(OCCO4)C23C#N)cc1 (stereo not given)	0	-1.4	-2.0	-7	0	-6	-0.8	0.0	1	-1.0	-9
c1coc(CN=C2NC(=NCc3ccco3)c3ccccc32)c1	-5	-0.2	-0.7	-16	0	0	1.2	0.3	-3	-0.4	-31
Nc1nnc(COc2ccccc2)s1	0	-1.0	-0.7	11*	2	3	0.1	1.0	-5	-1.3	1
Cc1ccc(C(C)C)c(OCC(=O)Nc2ccc(Cl)cn2)c1	6	0.4	0.7	5	1	0	1.0	-0.6	1	-0.9	3
COc1ccc2c(c1)Cc1sc(NC(=O)c3ccco3)nc1-2	4	6.9	4.5	-22	5	-9	2.3	2.3	-6	-0.3	-29
CC(C)Cc1nnc(NC(=O)c2cc(S(=O)(=O)N(C)C)ccc2N2CCCC2)s1	-7	0.6	-0.6	-7	-4	-4	0.7	0.5	1	-0.7	-13
COc1ccccc1OCCNc1cc(N2CCCCC2)ccc1[N+](=O)[O-]	6	3.4	-0.9	3	-2	-1	0.5	-2.3	2	-1.4	1
Cn1nnnc1SCc1nc2scc(-c3ccc(Cl)cc3)c2c(=O)[nH]1	3	-4.9	-4.3	-14	-6	-16	-3.0	-3.0	-1	-2.2	-20
CNC(=S)N1N=C(c2cccs2)CC1c1ccc(F)cc1 (stereo not given)	2	-0.9	1.9	-24	-2	-6	-0.1	1.8	3	-1.3	-36
CC(=O)c1ccc(NS(=O)(=O)Cc2ccccc2)cc1	5	1.9	0.0	5	3	1	-0.2	-0.3	-6	-1.1	2

Assay outcomes: PubChem BioAssay, several laboratories

Rows were taken by chance; any-hit rate near 7.4%.
